Compound activity from PubChem BioAssay.
NRP1-CendR mod: NRP-1/CendR interaction modulation; FAM-RPARPAR peptide binding to NRP-1, fluorescence polarization; inhibition, % at 25 µM; actives 0.85% (n = 360,000);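 active = inhibition or corrected inhibition above about 18%, plus a signal ratio from 0.5 to 1.5, limit read from the data, passing the limit was not always enough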; note: strong numbers were not always called active
Tb MetRS inh: blocks T. brucei methionyl-tRNA synthetase activity; purified T. brucei MetRS, ATP depletion, Kinase-Glo luminescence; inhibition, % at 11.9 µM; actives 0.4% (n = 360,000);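 active = inhibition above a per-plate cutoff of the control wells' mean inhibition plus 3 SD, cut at about 5.5% in these data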;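 note: 0% = DMSO wells median and 100% = median of wells with control inhibitor compound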
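Dosing: 11.9 µM single point; system: parasite MetRS enzyme; technique: luminescence of leftover ATP; times: 15 min enzyme-compound preincubation, 2 h reaction, 10 min detection, 25 °C; replicates: each compound tested once; read-out basis: percent inhibition relative to median high and low control wells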
NadD inh: blocks S. aureus nicotinate mononucleotide adenylyltransferase; purified NadD enzyme, colorimetric absorbance read-out; inhibition, % at 20 µM; actives 0.78% (n = 360,000); AID 602399; in the data active = inhibition above about 26%; note: some compounds past the cut are filed as inactive
Scp1 inh: inhibitors of human Scp-1 phosphatase; Recombinant Scp1, phosphopeptide, malachite green phosphate absorbance; inhibition, % at 20 µM; actives 0.88% (n = 340,000); Q9GZU7;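 active = inhibition above about 50% at 20 µM, limit read from the data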;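 note: plate controls were DMSO wells with enzyme for no effect and wells lacking enzyme for full effect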
Target sequence (Q9GZU7 76-261 limits assumed): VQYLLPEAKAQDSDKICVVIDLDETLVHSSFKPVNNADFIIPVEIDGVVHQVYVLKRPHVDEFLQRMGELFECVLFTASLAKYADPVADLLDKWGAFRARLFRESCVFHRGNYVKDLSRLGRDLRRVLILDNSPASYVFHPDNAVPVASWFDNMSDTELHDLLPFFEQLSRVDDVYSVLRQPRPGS
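System: SCP-1 catalytic domain; Reagent: Phospho 17-mer peptide substrate; Doses: one concentration, 20 µM, with 1.0% DMSO; Incubation: 45 min room-temperature reaction, 5 min colour, 30 min stabiliser; Signal: Phosphate-binding colour reagent, absorbance read at 630 nm.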
Neddyl block: cullin neddylation inhibition | P61081+Q13564 | TR-FRET cullin neddylation, biochemical | calls only at 25 µM | actives 0.58% (n = 360,000); in the data active = inhibition above about 36%
STEP inh: inhibitors of human striatal-enriched phosphatase STEP. AID 588621. actives 0.25% (n = 360,000). recombinant STEP, OMFP fluorogenic substrate, fluorescence. inhibition, % at 20 µM;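 active = inhibition at 20 µM, scaled per plate between control wells, above about 37%, limit read from the data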;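 note: 0% = DMSO with enzyme and substrate and 100% = substrate only without enzyme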
Target sequence (P54829 whole entry, looked up): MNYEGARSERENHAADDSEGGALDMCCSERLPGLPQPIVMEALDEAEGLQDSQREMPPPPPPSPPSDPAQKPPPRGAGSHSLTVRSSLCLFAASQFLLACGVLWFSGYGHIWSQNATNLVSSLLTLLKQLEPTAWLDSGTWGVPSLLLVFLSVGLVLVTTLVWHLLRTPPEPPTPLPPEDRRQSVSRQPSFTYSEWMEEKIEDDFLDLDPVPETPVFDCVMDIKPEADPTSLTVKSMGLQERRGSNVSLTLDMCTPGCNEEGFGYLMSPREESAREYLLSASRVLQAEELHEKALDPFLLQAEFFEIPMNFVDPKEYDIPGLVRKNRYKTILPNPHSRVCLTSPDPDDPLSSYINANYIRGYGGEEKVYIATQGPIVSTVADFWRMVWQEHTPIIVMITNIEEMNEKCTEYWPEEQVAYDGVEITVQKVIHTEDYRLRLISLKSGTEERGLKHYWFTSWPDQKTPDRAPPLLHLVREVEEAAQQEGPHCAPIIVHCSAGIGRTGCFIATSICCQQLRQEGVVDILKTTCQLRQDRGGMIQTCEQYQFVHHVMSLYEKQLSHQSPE
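System: STEP phosphatase, cell-free reaction; Buffer or medium: Bis-Tris pH 6.0 buffer with DTT, detergent; Incubation: 20 min at room temperature, dark; Measured by: fluorescence, 480/540 nm.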
DNMT1 block: blocks human DNA methyltransferase DNMT1; P26358; DNMT1 molecular beacon, Hinp1I cleavage, fluorescence; inhibition (reported as % activation of signal), % at 10 µM; actives 0.83% (n = 360,000); AID 588458; in the data active = inhibition above about 50%
SUMO1-SIM PPI: SUMO1-SIM interaction modulation. actives 0.33% (n = 360,000). inhibition, % at 20 µM. P63165. SUMO1 binding to a labelled peptide, TR-FRET, 1 h; in the data active = inhibition above about 37%
Target sequence (P63165 whole entry, looked up): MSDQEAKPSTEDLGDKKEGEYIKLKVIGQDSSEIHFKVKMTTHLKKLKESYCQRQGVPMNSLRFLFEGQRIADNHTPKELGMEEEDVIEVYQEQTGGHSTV
LMPTP block: LMPTP (human) inhibition | P24666 | recombinant LMPTP-A, OMFP fluorogenic substrate, fluorescence intensity | inhibition, % at 20 µM | actives 0.22% (n = 360,000) | AID 651560;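 active = compounds that cut the enzyme signal by at least half of the control window in the single-dose screen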;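 note: plate controls were DMSO wells with enzyme plus substrate for no effect and substrate without enzyme for full effect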
Target sequence (P24666 whole entry, looked up): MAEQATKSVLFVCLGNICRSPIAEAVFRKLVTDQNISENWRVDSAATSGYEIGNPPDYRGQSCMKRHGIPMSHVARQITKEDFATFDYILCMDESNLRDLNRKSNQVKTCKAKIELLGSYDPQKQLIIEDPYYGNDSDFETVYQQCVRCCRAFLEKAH
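Test system – LMPTP-A phosphatase enzyme · Quantity – 0.625 nM LMPTP-A final · Reagent – OMFP substrate, 400 µM final · Dosing – one test concentration per compound, 20 µM, with 3% DMSO overall · Timing – 50 min enzyme reaction at room temperature, protected from light · Detection – fluorescence intensity · Controls – substrate-only low control, DMSO enzyme-plus-substrate high control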
SKN-1 block: inhibitors of C. elegans SKN-1. inhibition, % at 21.8 µM. C. elegans VP596 Pgst-4::GFP/RFP ratio, acrylamide-induced, 24 h. actives 0.49% (n = 360,000);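 active = interference check ratio from 0.5 to 1.5 plus GFP to RFP signal ratio inhibition reaching or exceeding a fixed threshold, cut at about 30% in these data, passing the limit was not always enough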; note: some compounds called inactive have numbers as strong as hits
Starred values were filed as active, the others as inactive; i = inactive; . = not tested or not shown.

SMILES	NRP1-CendR mod	Tb MetRS inh	NadD inh	Scp1 inh	Neddyl block	STEP inh	DNMT1 block	SUMO1-SIM PPI	LMPTP block	SKN-1 block
O=C(C1CCC1)N1CCc2cc(S(=O)(=O)NCC3COc4ccccc4O3)ccc21 (stereo not drawn)	-2.9	0.2	-2.5	-11.7	i	-0.6	-8.2	1.0	2.3	-2.1
COc1cc([N+](=O)[O-])ccc1-c1ccc(/C=N/NC(N)=O)o1	-170.7	-1.0	-9.2	-5.4	i	1.2	3.4	-20.0	4.0	0.7
Cc1ccc(C(=O)CC2(O)C(=O)N(C)c3ccccc32)o1 (stereo not drawn)	-2.5	-0.6	3.1	-6.0	i	0.6	-3.1	-6.4	-2.9	-7.5
O=C(NCc1ccco1)c1cc(-c2ccc3c(c2)OCO3)on1	3.1	-1.2	-5.9	-1.1	i	-2.4	20.8	2.1	-1.3	-4.7
CC(=O)N1CCN(S(=O)(=O)c2cccc(C(=O)NNC(=O)COc3ccc(Cl)cc3C)c2)CC1	1.6	0.0	-0.2	-1.1	i	1.0	0.8	5.0	-0.3	-2.6
CC1Nc2ncnc(N3CCOCC3)c2N(Cc2ccc(Cl)cc2)C1=O (stereo not drawn)	-8.1	-0.5	1.2	-1.9	i	-0.5	-5.4	0.1	-1.9	11.0
FC(F)(F)c1ccccc1Cc1c(-c2ccccc2)nc2ccc(Br)cn12	-12.9	-0.6	4.7	.	i	-3.8	2.0	-1.3	2.6	48.3*
O=S1(=O)N=C2CCCCCN2C(c2ccccc2)N1 (stereo not drawn)	16.7	0.1	-4.6	-8.1	i	-3.2	0.3	-1.3	0.0	-1.6
COC(=O)c1c(NC(=O)CCS(=O)(=O)c2ccccc2)sc2c1CCN(C)C2	-26.2	0.0	-0.5	-1.8	i	5.0	1.2	2.8	7.8	17.8
COc1ccc(OC)c(NC(=O)N2CCCC(C(=O)c3ccccc3OC)C2)c1 (stereo not drawn)	1.5	-0.7	-0.9	-14.6	i	1.0	1.1	-0.5	-1.1	-9.3
O=C(NC(=S)Nc1ccc(Cl)cn1)C(c1ccccc1)c1ccccc1	3.7	-1.4	1.5	-15.7	i	3.4	-7.5	3.5	4.8	12.1
COc1ccc(C(=O)c2coc3ccc(O)cc23)cc1	-9.7	-0.5	-9.6	-10.4	i	-3.0	-1.9	0.7	-0.5	20.0
COC(=O)C1=C(C)N(C)C(=O)NC1c1cc2c(cc1Br)OCO2 (stereo not drawn)	-11.6	0.2	-5.5	-1.9	i	0.5	0.4	0.4	-0.8	4.6
CC(C)(C)NC(=O)c1ccccc1NC(=O)C1CCCO1 (stereo not drawn)	-11.7	-0.3	-0.6	-12.5	i	0.0	1.1	-0.1	-0.8	7.8
C=CCNS(=O)(=O)c1ccc(OCC(=O)OC)cc1	-0.4	-2.0	-6.0	-3.7	i	-4.6	-3.5	-1.0	-1.9	2.3
FC(F)(F)c1ccccc1/C=N/n1c(C2CCCCC2)n[nH]c1=S	13.1	0.4	1.8	-7.7	i	3.2	3.8	-1.6	4.2	3.6
CCOc1ccc(CCNC(=O)COC(=O)/C=C/c2ccc(OC)c(OC)c2)cc1OCC	-6.0	-0.5	-4.6	-4.7	i	-0.3	-2.6	-14.5	-0.5	6.1
Cc1ccc(S(=O)(=O)Nc2c3ccccc3nc(=O)n2-c2ccccc2)cc1	4.8	-1.1	2.3	0.4	i	2.2	-0.5	1.4	-0.1	-17.4
COc1ccc(N2CCN(C(=O)CCCn3c(=O)[nH]c4ccsc4c3=O)CC2)cc1	8.6	2.1	2.1	-6.0	i	-1.6	3.3	0.0	2.0	-9.9
O=C(NC(=S)NCCSc1ccccc1)c1cccnc1	-6.1	0.1	0.5	-7.3	i	-0.4	-0.2	1.2	-1.0	9.3
CCOC(=O)C1CCCN(C(=O)c2ccc(Cn3c(=S)[nH]c4cc(C(=O)OC)ccc4c3=O)cc2)C1 (stereo not drawn)	-16.5	-0.5	10.5	59.6*	i	3.9	3.8	2.1	0.5	12.8
COc1ccc(NS(=O)(=O)c2cccc(NC(=O)c3ccc(S(=O)(=O)N4CCCCCC4)cc3)c2)cc1	5.8	0.2	5.0	-23.8	i	1.0	-5.1	-2.2	1.7	-1.0
COc1cc(CCN(C(=O)c2cc3ccccc3[nH]2)C(c2ccccn2)c2nc3ccccc3[nH]2)cc(OC)c1 (stereo not drawn)	-2.6	0.0	5.2	.	i	-2.7	-10.6	-7.9	0.3	5.8
CCCN1CCN(C(=O)C2CCN(c3nnc(C)c4c(C)n(-c5ccc(C)cc5)nc34)CC2)CC1	-140.9	-0.3	-4.2	-5.7	i	1.7	-3.7	-17.6	0.5	-16.2
O=C(Nc1ccccc1Cl)Nc1ccccc1Cl	4.6	-0.3	-6.9	-12.3	i	0.3	0.2	-2.9	-0.1	1.3
COc1ccc(NC(=O)COc2ccccc2C(=O)NCC(c2ccccc2)N(C)C)cc1Cl (stereo not drawn)	10.8	0.5	-3.1	3.5	i	-1.5	-3.3	1.8	0.3	7.8
Nc1nc(-c2ccccc2)c(-c2ccc([N+](=O)[O-])cc2)s1	-26.1	0.2	-1.6	-1.2	i	1.4	-1.9	-18.3	0.8	16.4
O=C(CSc1ncnc2c1nnn2Cc1ccc(F)cc1)NC1CCCC1	0.3	0.8	-2.8	-7.4	i	-2.1	-0.2	3.0	-5.0	5.5
COc1ccc(NC(=O)N2CCc3ccccc3C2)cc1	-6.0	-0.2	-2.7	2.4	i	-0.2	-0.2	-3.2	0.0	-0.6
CCOc1cc(/C=N\NC(=O)CN2CCOCC2)ccc1OCc1ccc(F)cc1	9.3	0.6	-6.1	-9.0	i	-2.0	-1.9	-5.6	-0.6	-1.1
O=C(Nc1c(F)cc(F)cc1Br)c1cc(-c2ccco2)on1	-15.0	-0.3	-1.6	-2.2	i	-1.2	-1.0	-0.8	-0.6	-0.6
Cc1cccc(OCc2nnc3n2CCCCC3)c1	3.8	-1.0	-1.5	-8.1	i	-1.9	3.2	-1.7	-2.3	-0.5
COc1cccc(-c2c(C(=O)N/N=C/c3cccnc3)nnn2-c2nonc2N)c1	-24.1	-0.3	5.5	3.1	i	-1.8	1.1	-22.4	-0.7	1.5
COc1ccc(S(=O)(=O)N2Cc3ccccc3CC2C(=O)N2CCOCC2)cc1OC (stereo not drawn)	15.2	0.7	-1.1	-9.5	i	-3.0	-1.1	5.1	-1.2	-18.2
CC(=O)N1C(=O)N(C(C)=O)C2C1N(C(C)=O)C(=O)N2C(C)=O (stereo not drawn)	-3.8	-0.2	-1.1	-4.9	i	-2.8	1.6	6.5	0.0	-5.6
COc1cccc(NC(=S)N(C)C2CCN(C)CC2)c1	5.5	-0.1	-2.0	-9.7	i	1.7	1.2	-0.7	-7.1	11.0

7 entries from above, with values under each structure:
Values run as follows: NRP1-CendR mod, Tb MetRS inh, NadD inh, Scp1 inh, Neddyl block, STEP inh, DNMT1 block, SUMO1-SIM PPI, LMPTP block, SKN-1 block
> CCOc1cc(/C=N\NC(=O)CN2CCOCC2)ccc1OCc1ccc(F)cc1
    9.3, 0.6, -6.1, -9.0, i, -2.0, -1.9, -5.6, -0.6, -1.1
> O=C(Nc1c(F)cc(F)cc1Br)c1cc(-c2ccco2)on1
    -15.0, -0.3, -1.6, -2.2, i, -1.2, -1.0, -0.8, -0.6, -0.6
> Cc1cccc(OCc2nnc3n2CCCCC3)c1
    3.8, -1.0, -1.5, -8.1, i, -1.9, 3.2, -1.7, -2.3, -0.5
> COc1cccc(-c2c(C(=O)N/N=C/c3cccnc3)nnn2-c2nonc2N)c1
    -24.1, -0.3, 5.5, 3.1, i, -1.8, 1.1, -22.4, -0.7, 1.5
> COc1ccc(S(=O)(=O)N2Cc3ccccc3CC2C(=O)N2CCOCC2)cc1OC (stereo not drawn)
    15.2, 0.7, -1.1, -9.5, i, -3.0, -1.1, 5.1, -1.2, -18.2
> CC(=O)N1C(=O)N(C(C)=O)C2C1N(C(C)=O)C(=O)N2C(C)=O (stereo not drawn)
    -3.8, -0.2, -1.1, -4.9, i, -2.8, 1.6, 6.5, 0.0, -5.6
> COc1cccc(NC(=S)N(C)C2CCN(C)CC2)c1
    5.5, -0.1, -2.0, -9.7, i, 1.7, 1.2, -0.7, -7.1, 11.0

New compounds follow
SMILES	NRP1-CendR mod	Tb MetRS inh	NadD inh	Scp1 inh	Neddyl block	STEP inh	DNMT1 block	SUMO1-SIM PPI	LMPTP block	SKN-1 block
Cc1ccc(NC(=O)CS(=O)CC(=O)NCC2CCCO2)cc1 (stereo not drawn)	16.9	-0.2	-3.4	-12.1	i	1.5	1.4	-1.1	-1.2	14.4
COc1ccccc1-c1noc(-c2ccccc2C(=O)NCC2CCCO2)n1 (stereo not drawn)	-0.1	-0.4	-0.3	-7.4	i	-1.0	0.1	0.4	-0.5	9.9
Cn1ncc(N=Cc2ccccc2)c1C(N)=O	8.7	-0.4	3.4	-7.1	i	-1.4	-3.5	-5.8	-1.7	27.3
CN1C(=O)CC(c2cn(Cc3ccccc3)c3ccccc23)C1=O (stereo not drawn)	-63.8	-0.3	4.3	0.2	i	-2.9	-14.3	9.5	1.0	-5.2
Cc1cccc(NS(=O)(=O)c2csc(C(N)=O)c2)c1	-4.0	-0.7	0.4	-0.5	i	1.7	-2.9	0.9	0.1	12.3
CN(C(=O)CSc1n[nH]c(=O)[nH]c1=O)c1ccccc1	-3.9	-0.5	-6.0	-2.4	i	-2.3	0.2	-5.0	-1.3	1.9
O=S(=O)(Nc1ccc(O)c2ccccc12)c1ccc(OC(F)(F)F)cc1	-1.1	0.5	-5.8	-14.4	i	0.0	-44.4	-7.7	3.4	13.2
C[C@H]1CN([C@@H](C)CO)C(=O)CCCn2nncc2CO[C@@H]1CN(C)Cc1cccc(C(F)(F)F)c1	6.7	-1.6	-4.6	.	i	-0.9	2.1	-2.9	-4.2	7.5
Cc1ccc(CNC(=O)Cc2noc3ccccc23)cc1	-6.8	-0.7	-6.4	-3.9	i	2.4	-1.6	2.4	1.2	-3.9
C=CCN(Cc1cccc(OC)c1OC)S(=O)(=O)N(C)C	-2.6	0.3	-3.9	-2.6	i	-0.4	2.9	3.1	-0.7	16.8
O=C(COC(=O)c1c(Cl)cccc1Cl)Nc1cc(Cl)ccc1Oc1ccccc1	-1.8	-1.0	-6.1	-8.0	i	3.5	-1.4	-0.1	0.6	-7.4
O=C(CCc1ccc(S(=O)(=O)N2CCOCC2)cc1)Nc1nccs1	-5.3	0.1	-2.1	-6.9	i	8.2	2.2	2.6	-0.5	16.7
